JMJD2E inh: qHTS Assay for Inhibitors of Human Jumonji Domain Containing 2E (JMJD2E). AID 2147, 2009. 230,000 compounds, 1.6% hits. JMJD2E catalytic domain, FDH-coupled NADH fluorescence (FDH is formaldehyde dehydrogenase). Potency, µM (highest dose often 57.1 µM), for the others: at the top dose activity change, negative = inhibition, actives largely listed as inhibitors. Lysine-specific demethylase 4E (Homo sapiens), B2RXH2; active = well fitted inhibition curve with a large enough effect, not every such curve was filed as active; inconclusive = small, poorly fitted or top-dose-only effect, or another doubt; inactive = no such curve, though single readings can be large or run the other way;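 also: 0% = wells with enzyme and -100% = buffer wells without enzyme; nearly all actives have a fitted effect of over 50% in size; many of its hits are not listed in these tables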
ALDH1A1 inh: qHTS Assay for Inhibitors of Aldehyde Dehydrogenase 1 (ALDH1A1); 220,000 compounds, 7.3% hits; AID 1030, 2008; Purified ALDH1A1, NADH fluorescence, propionaldehyde substrate; Potency, µM (highest dose often 75.3 µM), without a hit: at the highest dose activity, negative = inhibition, usual class: inhibitors; Aldehyde dehydrogenase 1A1 (Homo sapiens), P00352; active = well fitted inhibition curve with a large enough effect, not every such curve was filed as active; inconclusive = small, poorly fitted or top-dose-only effect, or another doubt; inactive = no such curve, though single readings can be large or run the other way;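 also: plate controls were no enzyme wells and a reference inhibitor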
Target sequence (P00352 whole entry, looked up): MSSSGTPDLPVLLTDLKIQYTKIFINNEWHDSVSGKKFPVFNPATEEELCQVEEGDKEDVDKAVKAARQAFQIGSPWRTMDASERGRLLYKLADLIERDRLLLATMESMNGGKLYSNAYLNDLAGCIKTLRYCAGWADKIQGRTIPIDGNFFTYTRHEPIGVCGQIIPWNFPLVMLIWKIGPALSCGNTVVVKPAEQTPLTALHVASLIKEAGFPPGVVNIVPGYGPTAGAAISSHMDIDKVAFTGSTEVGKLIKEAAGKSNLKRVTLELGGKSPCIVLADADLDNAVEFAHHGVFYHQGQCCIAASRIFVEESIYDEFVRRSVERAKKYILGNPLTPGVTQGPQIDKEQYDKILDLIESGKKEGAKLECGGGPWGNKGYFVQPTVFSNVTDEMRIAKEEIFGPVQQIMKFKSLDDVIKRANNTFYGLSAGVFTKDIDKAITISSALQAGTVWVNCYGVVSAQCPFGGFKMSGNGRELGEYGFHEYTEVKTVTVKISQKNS
aGlu spleen mod: qHTS Assay for Inhibitors and Activators of Human alpha-Glucosidase From Spleen Homogenate | Lysosomal alpha-glucosidase (Homo sapiens), P10253 | human spleen homogenate, 4-MU-alpha-glucoside fluorescence | Potency, µM (highest dose often 79.9 µM), for inactives: top-dose activity change, negative = inhibition, actives largely listed as inhibitors | 240,000 compounds, 0.006% hits | AID 2112, 2009;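 also: 0% = enzyme with vehicle and -100% = no enzyme basal signal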
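Compounds were titrated against alpha-glucosidase in spleen homogenate at pH 5.0, with 1 mM 4-methylumbelliferyl substrate for 40 min at 37 C. Reactions were quenched with pH 10 NaOH/glycine and fluorescence measured.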
SMN2 splice up: qHTS Assay for Enhancers of SMN2 Splice Variant Expression. HEK293 SMN2-luciferase splicing reporter, luminescence, 30-36 h. Potency, µM (doses to about 46.1 µM), for the others: at the top dose activity change, positive = activation, usual class: activators. AID 1458, 2008. 210,000 compounds, 2.8% hits; also: % of control where 0% means no effect; nearly all actives have a fitted effect of over 55% in size
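HEK293 cells carry an SMN2 […]–luciferase reporter in which exon 7 inclusion puts luciferase in frame. Cells were plated 10-12 h before compound addition, then incubated 30-36 h at 37C. ONE-Glo luminescence was read; sodium butyrate at 4.5 mM final served as control.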
GoLoco inh red: qHTS Assay for Inhibitors of RGS12 GoLoco Motif Activity (Red Fluorophore); Guanine nucleotide-binding protein G(i) subunit alpha-1 (Homo sapiens), P63096; Gai1:RGS12 GoLoco peptide FP, rhodamine, 10 min; Potency, µM (titrated, usually from 61.6 µM), inactives show at the highest dose activity, negative = inhibition, most hits filed as inhibitors; 230,000 compounds, 0.44% hits; active = well fitted inhibition curve with a large enough effect, not every such curve was filed as active; inactive = no such curve, though single readings can be large or run the other way; also: % is scaled to controls: 0 for no effect and ±100 for the full control effect; nearly all actives have a fitted effect of over 30% in size; many of its hits are not listed in these tables
Target sequence (P63096 whole entry, looked up): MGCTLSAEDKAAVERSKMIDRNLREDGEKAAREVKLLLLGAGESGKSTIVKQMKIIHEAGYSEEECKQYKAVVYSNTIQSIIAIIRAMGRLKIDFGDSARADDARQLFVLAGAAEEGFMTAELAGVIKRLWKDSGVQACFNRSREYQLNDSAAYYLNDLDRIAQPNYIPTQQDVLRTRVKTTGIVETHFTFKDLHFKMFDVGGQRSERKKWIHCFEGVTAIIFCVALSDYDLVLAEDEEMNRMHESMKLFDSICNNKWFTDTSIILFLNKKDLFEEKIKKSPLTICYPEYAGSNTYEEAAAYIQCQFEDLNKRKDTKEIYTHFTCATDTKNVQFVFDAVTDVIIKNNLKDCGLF
GAA inh: qHTS Assay for Inhibitors of Human alpha-Glucosidase as a Potential Chaperone Treatment of Pompe Disease | Lysosomal alpha-glucosidase (Homo sapiens), P10253 | purified human GAA, 4-MU-alpha-glucoside fluorescence | Potency, µM (top dose mostly 76.9 µM), for inactives: at the top dose activity change, negative = inhibition, actives largely listed as inhibitors | 200,000 compounds, 0.005% hits;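 also: plate controls were uninhibited enzyme wells for no effect and no-enzyme background for full effect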
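Compounds are titrated up to 77 uM against 4 nM human enzyme. Substrate 4-methylumbelliferyl-alpha-D-pyranoside (400 uM) reacts 20 min at room temperature in pH 5.0 buffer; liberated 4-methylumbelliferone is read at 440 nm.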
GAA glycogen mod: qHTS Assay for Inhibitors and Activators of Human alpha-Glucosidase Cleavage of Glycogen | Lysosomal alpha-glucosidase (Homo sapiens), P10253 | recombinant GAA, glycogen substrate, Amplex Red glucose oxidase fluorescence | Potency, µM (doses to about 76.4 µM), inactives show at the highest dose activity change, negative = inhibition, most hits filed as inhibitors | 300,000 compounds, 0.38% hits;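 also: 0% = full enzyme reaction and -100% = no-enzyme basal signal; the screen sought inhibitors and activators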
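Natural-substrate format: glycogen cleavage by 4 nM human enzyme, glucose read by Amplex Red coupling (Ex 573, Em 610 nm). Normalized to enzyme and no-enzyme controls.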
aGal spleen mod: qHTS Assay for Inhibitors and Activators of Human alpha-Galactosidase From Spleen Homogenate; human spleen homogenate, 4MU-alpha-Gal fluorescence, 40 min; Potency, µM (highest dose often 80 µM), for inactives: at the highest dose activity change, negative = inhibition, most hits filed as inhibitors; 240,000 compounds, 0.008% hits; Alpha-galactosidase A (Homo sapiens), P06280;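 also: 0% = enzyme with vehicle and -100% = no enzyme basal signal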
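Inhibition or activation of alpha-galactosidase in human spleen homogenate is scored by 4-MU fluorescence after 40 min at 37C, pH 5.0, with 1 mM substrate. AC50s come from concentration-response fitted to the Hill equation.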
Active calls of the source: *; u = inconclusive; x = not tested or not shown; & = joins results of further samples; [ ] = remark or other dose. Unless noted, calls follow the shape of the dose curve; as a rule, active = well fitted curve in the direction sought with a large enough effect; inconclusive = small, poorly fitted or top-dose-only effect, or another doubt; inactive = no such curve, though single readings can be large; an effect the other way counts as inactive or inconclusive. Potency is read from the fitted curve at half-maximal effect. The list is partial. The share of hits here may be higher or lower than overall.

The first 2 compounds, to show the layout:
SMILES	JMJD2E inh	ALDH1A1 inh	aGlu spleen mod	SMN2 splice up	GoLoco inh red	GAA inh	GAA glycogen mod	aGal spleen mod
O=C(C1=C[C@@H](c2ccccc2)C[C@@H](OCc2ccc(CO)cc2)O1)N1CCN(Cc2ccc3c(c2)OCO3)CC1	-6%	6%	-5%	x	-3%	x	-14%	-1%
CC(=O)c1ccc(-n2nnnc2SCC(=O)Nc2sc(C)c(C)c2C#N)cc1	-9%	18µM*	0%	-13%	17%	4%	8%	-2%

The list itself, from the start:
SMILES	JMJD2E inh	ALDH1A1 inh	aGlu spleen mod	SMN2 splice up	GoLoco inh red	GAA inh	GAA glycogen mod	aGal spleen mod
O=C(C1=C[C@@H](c2ccccc2)C[C@@H](OCc2ccc(CO)cc2)O1)N1CCN(Cc2ccc3c(c2)OCO3)CC1	-6%	6%	-5%	x	-3%	x	-14%	-1%
CC(=O)c1ccc(-n2nnnc2SCC(=O)Nc2sc(C)c(C)c2C#N)cc1	-9%	18µM*	0%	-13%	17%	4%	8%	-2%
Cc1ccnc(SCC(=O)Nc2oc(-c3ccccc3)c(-c3ccccc3)c2C#N)n1	u	-1%	-6%	-18%	17%	-8%	-2%	-4%
CCc1cccc(N(C)C(N)=Nc2cccc3ccccc23)c1	4%&13%	-4%	-9%&-10%	-25%	-2%&-5%	x	-3%	10%&1%
O=C(O)c1cccn1Cc1ccccc1F	6%	4%	-19%	-2%	-5%	7%	1%	-22%
CC(C)(C)c1nnc(NC(=O)c2cccnc2Cl)s1	-3%	-5%	4%	x	1%	x	-1%	0%
CC(Oc1ccccc1)C(=O)N1CCN=C1SCc1ccccc1F (configuration not stated)	7%	-13%	1%	x	-4%	-5%[15.4 µM]	0%	-2%
COCc1cc(C)n(CC(=O)Nc2c(C)cccc2C)c(=O)c1C#N	u	-148%	5%	-11%	14%	u	-6%	2%
C#CCOc1c(Cl)cc(/C=N/NC(N)=S)cc1OCC	-8%	10%	-2%	-4%	38%[activator]	-8%	2%	-5%
CCNC(=O)/C(=C/c1ccco1)NC(=O)/C=C/c1ccccc1	-1%	u	0%	14%	32%[activator]	-4%	5%	-10%
CC(CCc1ccccc1)NC(=O)C1CCCN(C(=O)c2cc3sccc3n2C)C1 (configuration not stated)	-6%	u	-3%	-13%	-8%	0%	-10%	4%
CCOC(=O)Nc1sc(NS(=O)(=O)c2ccc(C)cc2)nc1C	-4%	u	-2%	-9%	1%	u	28µM*	-8%
CCOc1ccc(N2C(=O)CC(NCCc3ccc(S(N)(=O)=O)cc3)C2=O)cc1 (configuration not stated)	-7%	u	-10%	-8%	-4%	-9%	0%	-1%
COc1ccc(/C=C2\SC(=S)N(Cc3cccnc3)C2=O)cc1C	-7%	-2%	-1%	-18%	13%	3%	5%	4%
Cc1ccc(C)c(OCC(=O)Nc2nc3ccc([N+](=O)[O-])cc3s2)c1C	-6%	u	-3%	-19%	2%	-4%	-9%	-1%
CC(O)CNCCCCOc1ccc(OCc2ccccc2)cc1 (configuration not stated)	8%	-4%	4%	u	8%	3%	17%	-3%
CC(C)(C)c1ccc(C(=O)OCCNC(=O)c2c(Cl)nc3ccccn23)cc1	-6%	u	-6%	-4%	-12%	-6%	-12%	-4%
COc1cc(C)nc(N(C)S(=O)(=O)c2ccccc2Cl)n1	-2%	5%	0%	-34%[inhibitor]	0%	-6%	-4%	1%
O=C1OC(NC(=O)c2ccccc2)C(N2CCOCC2)=C1Cl (configuration not stated)	0%	2%	1%	7%	8%	5%	-2%	-3%
CC(=O)NC1CC2CCCC(C1)N2CC(=O)NCc1ccc(F)cc1 (configuration not stated)	5%	13%	-18%	u	4%	-2%	0%	-4%
O=C(NNc1c(Cl)cccc1Cl)c1c(F)cccc1Cl	4%	2%	7%	x	-11%	0%[15.4 µM]	u	2%
COc1ccc(N2CCCn3c2nc2c3c(=O)n(Cc3ccccc3F)c(=O)n2C)c(OC)c1	2%	11µM*	-1%	3%	-9%	-1%[15.4 µM]	-12%	2%
CN(Cc1nc(-c2cnccn2)no1)C1CC(C)(C)NC(C)(C)C1	-28%	7%	-22%	x	15%	-1%	10%	1%
COc1ccc(CN2CN=C(Nc3nc4ccccc4s3)NC2)cc1	5%	3%	6%	-7%	9%	7%	9%	-3%
Cc1cccc(N=C2NC(=O)/C(=C3/C(=O)N(C)c4ccccc43)S2)c1C	6%	7%	0%	x	x	-12%	8%	-10%
COc1cccc(-n2c(SCC(=O)c3c[nH]c4ccccc34)nc3ccccc3c2=O)c1	-2%	16%	-3%	-6%	-6%	u	11%	-3%
O=C(Cc1ccccc1)N/N=C/c1ccc2c(c1)OCO2	u	1%	-9%	16µM*	9%	-13%	4%	2%
COc1ccc(S(=O)(=O)N2CCC(O)(c3cccnc3)CC2)cc1OC	-4%	-1%	5%	-14%	-1%	3%	2%	8%
CC(=O)NCC(=O)N1CCCC(C(=O)c2ccc(Oc3ccccc3)cc2)C1 (configuration not stated)	1%	u	-4%	x	-9%	0%	2%	-4%
CN(C)CCCNC(=O)CC(c1ccc(F)cc1)c1ccco1 (configuration not stated)	2%	5%	-3%	-3%	2%	-5%	7%	3%
COc1ccc(Cl)cc1NC(=O)NCCN1CCNC1=O	2%	x	1%	x	17%	x	1%	0%
COC(=O)Cc1cc(=O)oc2cc(OC)ccc12	u	u	3%	-9%	-2%	u	5%	16%
Cc1cccc(-c2noc(CSc3ccccc3)n2)c1	0%	9%	-7%	u	6%	-4%	0%	-8%
CC(=O)Nc1ccc(Nc2cc(C)nc3c(-c4ccc(Cl)cc4)c(C)nn23)cc1	u	u	0%	-29%	-1%	-3%	19%	1%
CCOc1ccc(-n2cc(C(=O)N3CCN(C)CC3)c3cc(OC)c(OC)cc3c2=O)cc1	-6%	1%	0%	19%	3%	-3%	-4%	-14%
S=c1sc2c(Cl)ncnc2n1-c1ccccc1	2%	u	1%	32%	-3%	u	5%	5%
CSc1cc(-c2ccc(Cl)cc2)n(Cc2ccccc2)c(=O)c1C#N	u	u	-4%	-15%	5%	3%	-11%	0%
CN1CCN(NC(=O)c2cc(-c3ccccn3)nc3ccccc23)CC1	-7%	-2%	7%	6%	15%	-1%	6%	6%
CC(=O)C1=C(O)C(=O)OC1c1ccc(Cl)cc1 (configuration not stated)	-3%	x	7%	x	3%	x	-9%	3%
Cc1ccccc1NC(NC(=O)c1cccs1)C(Cl)(Cl)Cl (configuration not stated)	7%	-2%	-9%	-9%	2%	u	-12%	-13%
Clc1ccc(Cc2ccc(SCc3ccccc3)nn2)c(Cl)c1	4%	4%	2%	-1%	-4%	-9%	-2%	8%
Cn1c(=O)oc2cc(S(=O)(=O)NCc3cccnc3)ccc21	4%	x	8%	x	23%	x	6%	4%
CCNc1ncc2nc(-c3cc(F)cc(F)c3)c(=O)n(Cc3cccs3)c2n1	x	u	8%	5%	2%	x	x	1%
CCOC(=O)C1=NNC(C(=O)c2ccccc2)C1c1ccc(Cl)cc1 (configuration not stated)	-3%	x	2%	x	10%	x	-9%	2%
COC(=O)C1CCN(C(=O)C2CCCCC2)CC1	15%	7%	-7%	u	4%	-6%	3%	-7%
Cc1ccc(S(=O)(=O)c2c(N)n(CCCN(C)C)c3nc4ccccc4nc23)cc1	u	x	9%	x	6%	x	-4%	u
COc1cc(C(=O)Nc2nc3ccc(C)cc3s2)ccc1OCc1c(C)noc1C	u	u	-4%	-45%[inhibitor]	240%[activator]	-12%	8%	0%
CCOC(=O)c1ccc(NC2c3ccccc3C(=O)N2c2cccnc2)cc1 (configuration not stated)	2%	8%	-7%	-8%	6%	3%	4%	-7%
Cc1c(NC(=S)Nc2cccc(Cl)c2)c(=O)n(-c2ccccc2)n1C	11%	-3%	-13%	-29%	-1%	-8%	-26%	4%
Cc1cc(C)nc(SCCC(=O)Nc2ccccc2Cl)n1	u	-3%	8%	x	4%	u	-7%	5%
New compounds follow:
SMILES	JMJD2E inh	ALDH1A1 inh	aGlu spleen mod	SMN2 splice up	GoLoco inh red	GAA inh	GAA glycogen mod	aGal spleen mod
Cc1cccc(C(=O)Nc2ccccc2C(=O)NCc2cccnc2)c1	-2%	4%	-2%	0%	8%	5%	7%	-4%
CCO[C@H]1OC(C(=O)N2CCN(C)CC2)=C[C@@H](c2ccc(Br)cc2)[C@@H]1CCCO	8%	7%	2%	x	3%	x	19%	-1%
COc1ccc(C(=O)N2CCC(C(=O)Nc3cccc(C)c3)CC2)cc1OC	7%	15%	-8%	7%	-1%	-3%	7%	-7%
COc1cc(C(CCN2CCCC2)c2c(OC)cc(OC)c3c(-c4ccccc4)cc(=O)oc23)cc(OC)c1OC (configuration not stated)	-24%	x	5%&3%	x	3%	x	7%	-4%&-1%
CCCCCCn1c(=O)c(F)cn(Cc2ccc(OC)c([N+](=O)[O-])c2)c1=O	u	u	-8%	-8%	-14%	0%	-8%	-7%
COc1ccc(-c2nc3cnc(Nc4ccccc4)nc3n(Cc3cccs3)c2=O)cc1	x	18%	-4%	x	4%	x	x	5%
COc1ccc(NS(=O)(=O)c2ccc3oc(Nc4ccc5c(c4)OCCO5)nc3c2)cc1	u	u	-4%	7%	17%	-8%	-16%	-6%
CC(C)(C)NC(=O)NC(=O)CSc1nnc(-c2ccccc2F)n1N	4%	-9%	0%	-24%	-15%	-18%	11%	-4%
Cc1cc(C(=O)COC(=O)c2ccccc2Br)c(C)n1CC1CCCO1 (configuration not stated)	18%	x	-4%	x	5%	x	-5%	-9%
Cc1ccc2nc(Cn3cc(C(F)(F)F)cc(Cl)c3=O)cc(=O)n2c1	u	u	4%	5%	7%	2%	-9%	2%
CC(C)CC1NC(=O)N(CC(=O)N2c3ccccc3NC(=O)C2(C)C)C1=O (configuration not stated)	-10%	-5%	-16%	-4%	4%	-9%	-10%	0%
